LEDGF integ inh: blocks HIV-1 LEDGF/p75-dependent DNA integration | TR-FRET IN-LEDGF/p75 DNA integration, Eu/Cy5 | inhibition, % at 3.7 µM | hit rate 0.64% among 370,000 | AID 743269;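 active means inhibition above the screen-wide mean plus 3 SD, cut at about 13% in these data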;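 further: signal is the Cy5 over europium emission ratio at 671 and 618 nm; 0% = plate median of compound wells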
UHRF1 binding: human UHRF1 methylated DNA binding inhibitors | UHRF1 binding to methylated oligo, TR-FRET | inhibition, % at 4.4 µM | hit rate 0.75% among 370,000 | AID 687016; in the data active means inhibition above about 21%;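 further: UHRF1 SRA domain binding a hemimethylated CpG hairpin DNA probe; 0% = median of test compound wells and 100% = reference inhibitor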
TCR-CD3 inh: inhibitors of human TCR-CD3 interaction; AID 651800; TAMRA-labeled TCR probe fluorescence, biochemical; inhibition, % at 9.4 µM; hit rate 0.37% among 360,000; in the data active means inhibition above about 19%;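 further: recombinant mutant TCR 2C K166C tagged with TAMRA read by polarization; 0% = receptor in buffer alone and 100% = receptor with positive control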
Rev-erbA mod: modulates human Rev-erb alpha binding to DNA; P20393; Rev-erbα–FITC-DNA binding, fluorescence polarization, 90 min; activity, % at 10 µM; hit rate 0.79% among 370,000;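 active means activity above about 14%, limit read from the data; passing the limit was not always enough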;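 further: 0% = DMSO wells with 35 nM protein and 100% = DMSO wells with 750 nM protein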
Target sequence (P20393 whole entry, looked up): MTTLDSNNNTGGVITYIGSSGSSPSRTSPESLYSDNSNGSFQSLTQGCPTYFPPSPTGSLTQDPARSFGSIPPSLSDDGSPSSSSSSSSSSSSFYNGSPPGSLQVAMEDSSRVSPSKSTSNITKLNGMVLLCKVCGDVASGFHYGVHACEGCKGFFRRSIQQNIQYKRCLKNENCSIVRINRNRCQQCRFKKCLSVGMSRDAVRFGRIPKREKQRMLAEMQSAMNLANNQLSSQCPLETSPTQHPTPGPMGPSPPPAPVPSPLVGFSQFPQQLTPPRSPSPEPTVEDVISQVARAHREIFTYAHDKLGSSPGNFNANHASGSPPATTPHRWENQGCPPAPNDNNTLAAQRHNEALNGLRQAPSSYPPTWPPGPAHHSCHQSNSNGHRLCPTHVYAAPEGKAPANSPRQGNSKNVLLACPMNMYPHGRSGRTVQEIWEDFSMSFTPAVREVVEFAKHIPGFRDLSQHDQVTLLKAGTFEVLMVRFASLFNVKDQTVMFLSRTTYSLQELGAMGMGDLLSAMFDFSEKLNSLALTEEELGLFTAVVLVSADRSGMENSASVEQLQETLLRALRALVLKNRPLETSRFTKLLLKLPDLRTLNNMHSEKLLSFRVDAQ
ABHD4 inh: ABHD4 (mouse) inhibition, primary FP screen; inhibition, % at 8.92 µM; AID 720543; purified mABHD4, FP-Rh probe fluorescence polarization; Q8VD66; hit rate 0.54% among 370,000;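 active means inhibition exceeding the mean over every tested compound plus 3 SD, cut at about 30% in these data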;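 further: 0% = plate median of compound wells and 100% = S159A mutant with DMSO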
Target sequence (Q8VD66 whole entry, looked up): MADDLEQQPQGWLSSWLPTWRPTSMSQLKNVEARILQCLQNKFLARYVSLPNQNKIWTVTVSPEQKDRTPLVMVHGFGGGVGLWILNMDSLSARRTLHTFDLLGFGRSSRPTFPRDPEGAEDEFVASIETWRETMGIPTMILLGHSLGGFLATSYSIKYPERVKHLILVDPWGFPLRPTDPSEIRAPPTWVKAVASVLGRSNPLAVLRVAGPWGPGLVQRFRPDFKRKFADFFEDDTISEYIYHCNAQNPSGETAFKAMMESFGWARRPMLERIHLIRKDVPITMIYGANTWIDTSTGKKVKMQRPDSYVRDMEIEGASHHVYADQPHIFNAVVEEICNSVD
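assay system = mABHD4 protein | compound dosing = single nominal dose of 8.92 µM, 0.89% DMSO final | read-out basis = percent inhibition of probe binding, normalized to plate controls | schedule = Enzyme–compound pre-incubation 45 min, then probe 60 min, both 25 °C | detection = fluorescence polarization, excitation 525 nm, emission 598 nm, BODIPY TMR filters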
PG9 Ab binder: PG9 antibody binding by small molecule; hit rate 0.43% among 360,000; TR-FRET gp120-PG9 antibody binding; AID 624416; inhibition, % at 6.7 µM; in the data active means inhibition above about 8.5%
HTRA1 inhibitor: HTRA1 (human) protease inhibition. Q92743. recombinant HTRA1, FP-rhodamine activity-based probe, fluorescence polarization. inhibition, % at 5.96 µM. hit rate 0.5% among 340,000. AID 504803; in the data active means inhibition above about 36%;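 further: 0% = enzyme with DMSO and 100% = wells lacking enzyme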
rCAG RNA binder: r(CAG) repeat RNA binding; TO-PRO-1 dye displacement fluorescence; inhibition, % at 3 µM; hit rate 1.3% among 370,000; AID 651821;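 active means inhibition above the plate cutoff, the mean of all test compounds on that plate plus 3 SD, cut at about 35% in these data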;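 further: 0% = DMSO alone and 100% = 100 µM mitoxantrone as full dye displacement; higher means more dye released from RNA so lower well fluorescence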
PRMT1 FP inh: blocks human protein arginine methyltransferase 1 | Q99873 | recombinant PRMT1, activity-based probe fluorescence polarization | inhibition, % at 2.79 µM | hit rate 1.3% among 370,000 | AID 652257;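 active means inhibition above about 21% made by adding two undisclosed values, limit read from the data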
MBD2 DNA inh: blocks human MBD2 binding to methylated DNA; Q9UBB5; TR-FRET, MBD2 binding to methylated oligonucleotide; inhibition, % at 4.4 µM; hit rate 0.31% among 370,000; in the data active means inhibition above about 13%
* marks the source's active call; other numbers are inactive results; . = no result given. An excerpt (hit frequency here may not be typical).

no.	Compound	LEDGF integ inh	UHRF1 binding	TCR-CD3 inh	Rev-erbA mod	ABHD4 inh	PG9 Ab binder	HTRA1 inhibitor	rCAG RNA binder	PRMT1 FP inh	MBD2 DNA inh
1	Cc1[nH]cc(Br)c(=O)c1Oc1ncc(C(F)(F)F)cc1Cl	2.4	0.1	4.9	-3.4	-2.7	-1.4	9.8	1.3	0.6	-1.9
2	Cc1ccc(S(=O)(=O)N2CCN(C(=O)CCC(=O)Nc3ccc(F)cc3F)CC2)cc1	4.6	-1.0	-5.0	3.8	-5.2	0.1	-1.3	-0.3	-2.1	1.5
3	CCCCN(CC)CCCNC(=O)CS(=O)(=O)Cc1nc(-c2cccc(OC)c2)oc1C	-1.1	-3.1	4.2	0.9	7.1	-3.0	-4.0	-1.6	-3.3	-1.6
4	COc1ccc(OCCC(=O)Nc2cc(C)on2)cc1	-2.1	-2.4	11.7	-5.0	3.8	-2.2	-1.2	-1.1	-0.2	0.7
5	CC(=O)Nc1nc2c(s1)C(=O)NCC(C)(C)C2	-1.1	0.5	-7.4	-3.8	0.0	0.5	.	-1.2	6.4	5.4
6	CC(C)=CCc1c(O)ccc(C(=O)Cc2ccccc2)c1O	1.6	0.9	2.1	4.1	-37.3	-0.7	-27.1	5.8	0.1	-1.7
7	O=S(=O)(NCc1nc(-c2ccccc2)no1)c1ccc(F)cc1	-0.6	-0.4	8.0	-3.0	-6.5	-0.5	-2.2	-3.7	-2.1	3.5
8	Cc1ccc(C(=O)OCCn2cc(C#N)c(=O)[nH]c2=O)cc1	6.9	-1.4	1.1	-4.4	-1.4	-3.6	-26.5	0.2	-1.7	-2.7
9	O=[N+]([O-])c1cccc(-c2nc(-c3ccncc3)no2)c1	0.2	-6.3	-2.4	-3.0	5.3	3.9	-0.1	-0.3	-0.5	6.3
10	O=C(Nc1nc(-c2ccc(F)cc2)cs1)c1cccc(N2C(=O)CCC2=O)c1	-5.0	-1.3	-8.7	7.9	-6.2	-2.2	-10.7	5.5	3.4	5.9
11	CC(C)C(NC(=O)c1ccccc1)C(=O)OCC(=O)N1CCCCC1 (stereo not given)	3.9	2.5	0.8	9.4	-3.2	-0.6	-4.7	-2.7	-0.2	-1.1
12	C#CCNC(=O)C1=C[C@@H](c2csc3ccccc23)[C@H](CCCO)[C@@H](OCC)O1	-0.7	2.2	7.0	0.9	1.4	-1.4	-6.9	-4.1	1.6	0.2
13	NC(=O)Cc1c[nH]c2cccc(O)c12	0.6	-0.1	-4.7	1.9	11.3	-4.7	0.3	5.5	1.0	-2.3
14	CCOC(=O)c1nn(-c2ccccc2)c(-c2ccccc2)c1C(=O)c1ccccc1	-0.4	-0.9	-2.5	2.6	7.0	0.1	-4.1	0.7	1.2	0.8
15	O=C(Nc1ccc(S(=O)(=O)Nc2ncccn2)cc1)c1ccccc1	-1.0	2.6	6.2	4.8	11.5	0.9	0.4	-0.9	0.1	3.5

Results in LEDGF integ inh, for some of the entries so far:
entry | structure | LEDGF integ inh
13 | NC(=O)Cc1c[nH]c2cccc(O)c12 | 0.6
14 | CCOC(=O)c1nn(-c2ccccc2)c(-c2ccccc2)c1C(=O)c1ccccc1 | -0.4

(further entries)
no.	Compound	LEDGF integ inh	UHRF1 binding	TCR-CD3 inh	Rev-erbA mod	ABHD4 inh	PG9 Ab binder	HTRA1 inhibitor	rCAG RNA binder	PRMT1 FP inh	MBD2 DNA inh
16	NC(CSC1(c2cccc3ccccc23)c2ccccc2-c2ccccc21)C(=O)O (stereo not given)	0.9	2.3	-7.2	0.1	-10.7	2.5	-66.9	21.2	12.0	-1.0
17	CC1(c2ccc(Cl)cc2)NC(=O)N(CC(=O)N2CCN(S(=O)(=O)c3ccccc3)CC2)C1=O (stereo not given)	1.5	1.5	6.4	-2.6	0.2	-0.3	0.5	-5.2	0.7	3.6
18	COc1cc(Cl)c(S(=O)(=O)N2CCN(Cc3ccc4c(c3)OCO4)CC2)cc1Cl	-6.1	-0.1	-2.4	-3.0	-10.7	-2.0	-16.6	0.6	0.7	2.0
19	Cc1cc(C)n(CC(C)Nc2nc3nonc3nc2N2CCCCC2)n1 (stereo not given)	-0.8	-1.6	10.6	6.2	3.7	-0.4	2.3	-6.7	-2.0	-2.6
20	COc1ccc(C(=O)NCCn2ccc3ccccc32)c(OC)c1	2.1	6.9	1.2	-4.9	0.1	-0.5	-6.7	-6.6	-7.0	2.9
21	Cc1cc(C)c2nc(Cl)c(CN(Cc3ccco3)C(=O)Nc3ccccc3C)cc2c1	-0.1	-1.3	0.1	2.7	4.5	-1.9	-12.4	2.5	0.0	-0.8
22	COc1ccc(Oc2c(Cl)cnn(CC(=O)C(c3ccccc3)c3ccccc3)c2=O)cc1	-1.7	0.6	.	77.9*	-3.1	.	.	8.4	0.1	5.5
23	CCCCNC(=O)C[C@H]1C[C@@]2(C(=O)OC)C(=C[C@H](C(C)(C)C)O[C@@H]2C)N(Cc2ccccc2)C1=O	-0.8	-1.5	3.5	-2.3	1.2	0.2	.	-1.8	-1.4	2.9
24	Cc1c(NC(=O)/C(C#N)=C/c2ccc(-c3ccc(Cl)c(Cl)c3)o2)c(=O)n(-c2ccccc2)n1C	-4.2	1.3	0.5	3.8	-8.0	-2.5	-0.4	3.1	2.4	5.7
25	Cc1nn(C)c(C)c1S(=O)(=O)N1CCC(C(=O)NCCC2=CCCCC2)CC1	2.0	-2.0	0.5	-4.5	5.5	1.3	-19.1	1.7	-4.0	-0.8
26	O=C(Nc1ccc(F)cc1F)c1ccc(S(=O)(=O)NCc2ccco2)cc1	0.8	6.1	-3.7	-9.9	1.5	-1.5	-6.5	3.5	0.2	-5.3
27	CC(C)(C)C(=O)Nc1nnc(SCc2ccc(F)cc2)s1	2.1	0.4	1.2	-4.1	0.2	1.2	-8.4	-4.7	-0.1	-2.7
28	CCc1cc2c(cc3c(=O)n(CC(=O)NCCCN4CCCCCC4)nc(CC)n32)s1	-1.7	-3.2	9.6	0.1	7.9	0.1	10.3	5.5	-1.6	-5.5
29	Cc1cccnc1NC(=O)c1ccc(OCC2CCCO2)cc1 (stereo not given)	-3.7	-0.2	-6.5	-0.1	-4.5	-1.4	-2.5	-3.2	-3.2	-0.2
30	CCN1C(=O)N[C@@H](c2ccccc2)[C@H](C(=O)OC)[C@H]1C	0.5	0.7	-3.5	-1.4	-0.3	2.0	0.1	-2.3	-0.6	-0.2

no.	Compound	LEDGF integ inh	UHRF1 binding	TCR-CD3 inh	Rev-erbA mod	ABHD4 inh	PG9 Ab binder	HTRA1 inhibitor	rCAG RNA binder	PRMT1 FP inh	MBD2 DNA inh
31	Cc1ccc(/C=N/NC(=O)CN(Cc2ccccc2)S(=O)(=O)c2ccc3c(c2)OCCO3)cc1	3.7	-2.7	0.9	-0.2	-20.9	-1.0	-71.0	5.9	-2.6	-3.1
32	CC1(C)CC(=O)C2=C(C1)OC1=C(C(=O)CC(C)(C)C1)C2c1cccc([N+](=O)[O-])c1	3.3	-1.2	0.8	16.5	0.3	-0.9	-10.7	-0.2	0.0	-5.2
33	CC(=O)Nc1ccc(NC(=O)CSc2nnnn2C2CCCCC2)cc1	0.0	-1.2	1.9	6.7	4.3	-1.9	0.0	-8.8	-0.6	0.8
34	C/C(=N/NS(=O)(=O)c1ccc(Cl)cc1)c1cccc(O)c1	-2.8	3.4	1.0	0.1	3.9	-1.6	2.6	1.8	3.0	0.6
35	CCc1cc2c(SCC(=O)c3ccc(C)cc3)ncnc2s1	-1.7	-0.4	1.3	3.3	11.7	1.4	-7.4	-0.6	0.2	-2.0
36	CNC(=O)CC1C(=O)N(C)C(=S)N1NC(=O)c1ccc(Cl)cc1 (stereo not given)	-6.8	0.6	6.3	1.5	0.1	-0.8	0.4	-2.8	-1.0	3.1
37	CC(C)(C)C(=O)Nc1ccc(C(=O)NNC(=O)c2ccccc2)cc1	-1.3	-2.9	3.2	-3.9	-3.5	-2.1	-4.5	-3.0	-0.8	4.1
38	COC(=O)C1(Cc2ccccc2)NC(c2ccccc2C)C2C(=O)N(c3ccc4c(c3)OCO4)C(=O)C21 (stereo not given)	-1.6	0.6	-0.2	1.7	-0.6	1.3	-8.7	1.6	-1.0	0.8
39	CCOC(=O)c1c(NC(=O)CN2CCCc3ccccc32)sc(C)c1C	-3.2	-0.5	0.7	-1.4	-0.3	-0.3	-7.3	2.7	-0.9	1.6
40	Cc1nc(CNS(=O)(=O)c2cc(F)ccc2F)cs1	1.4	0.0	-6.2	5.5	4.7	-0.4	4.4	3.7	0.6	-1.0
41	CC1CN(C(=O)CCC(=O)NCc2ccccc2)c2cc(Cl)ccc2O1 (stereo not given)	1.6	-1.1	-6.5	2.8	4.5	-0.5	-11.6	-0.5	4.6	-4.1
42	CCOc1ccccc1NC(=S)Nc1ncccc1C	-0.6	-0.3	4.4	-5.1	-2.5	-0.3	-2.2	-4.5	3.4	-2.0
43	O=C1COc2cc(S(=O)(=O)CCC(=O)N3CCCCC3)c(Cl)cc2N1	-0.5	1.0	5.6	-0.7	8.7	-1.1	-1.1	3.1	-0.1	3.1
44	COc1ccc(NC(=O)CC(C(=O)O)C(C)c2ccccc2)cc1 (stereo not given)	0.5	1.2	-2.0	1.8	-1.7	0.4	3.8	0.7	-1.2	0.3
45	O=C(c1sc2ccccc2c1Cl)N1CCN(c2ccc(F)cc2)CC1	1.4	-0.6	-2.1	6.4	-2.3	-2.1	-26.2	-3.7	-2.5	-2.2

no.	Compound	LEDGF integ inh	UHRF1 binding	TCR-CD3 inh	Rev-erbA mod	ABHD4 inh	PG9 Ab binder	HTRA1 inhibitor	rCAG RNA binder	PRMT1 FP inh	MBD2 DNA inh
46	NC(=S)N/N=C\c1ccccc1OCc1ccccc1	-1.2	-3.2	6.6	-0.7	-15.2	-0.1	-11.4	-1.7	4.9	3.3
47	Cc1noc(NS(=O)(=O)c2ccc(N/C=C/C(=O)c3ccccc3)cc2)c1C	-2.3	-1.2	7.3	-4.0	10.4	-0.8	-5.8	27.3	-3.5	-0.5
48	C#Cc1cccc(C(=O)NC2CCCN(C3Cc4ccccc4C3)C2)c1 (stereo not given)	-1.1	0.8	3.2	-3.3	-4.8	0.2	-3.7	0.0	-2.6	-0.9
49	COc1ccc(OC)c(CN2C(=O)CCC2(C)C(=O)NC2CCCCCC2)c1 (stereo not given)	-4.4	1.2	-1.9	-4.5	1.6	0.9	2.7	-2.9	4.0	4.1

High-throughput results (PubChem BioAssay)
